Screens deposited in PubChem BioAssay by several laboratories.
HIV Rev-RRE inh: disrupts HIV-1 Rev binding to RRE RNA; P05866; Rev peptide-RRE RNA binding, FRET; inhibition, % at 8 µM; actives 0.79% (n = 97,000); AID 704;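 active = inhibition above the screen-wide mean plus 3 SD, cut at about 35% in these data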;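 also: 0% = median DMSO wells and 100% = median Neomycin B control wells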
Target sequence (P05866 whole entry, looked up): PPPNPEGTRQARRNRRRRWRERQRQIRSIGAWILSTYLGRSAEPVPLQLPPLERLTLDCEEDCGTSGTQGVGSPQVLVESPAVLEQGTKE
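System: Cy5-labelled duplex RRE RNA binding fluorescein-labelled HIV Rev peptide; Signal: fluorescein-to-Cy5 FRET, 480 nm excitation; Also added: labelled Rev peptide; Compound: one concentration, 8 µM nominal; Buffer or medium: HEPES pH 7.5 salt buffer with EDTA; Read-out: % inhibition of FRET ratio versus controls; Schedule: 5 min preincubation and 15 min binding, 25 °C.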
PLK1 PBD inh: Plk1 (human) PBD binding inhibition. P53350. Plk1 PBD phosphopeptide binding, fluorescence polarization. inhibition, %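 (tested at about 20 µM)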. actives 0.13% (n = 97,000). AID 693; in the data active = inhibition above about 34%, passing the limit was not always enough
Candida biofilm: kills Candida albicans biofilms. AID 834. C. albicans biofilm + clotrimazole, Alamar Blue. actives 0.14% (n = 85,000). inhibition, % at 6 µM;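 active = inhibition above 20%; inactive = inhibition below 20%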;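 also: preformed 24 hr biofilms exposed to compound for 48 hr; 0% = biofilm without compound and 100% = blank killed by clotrimazole plus chlorhexidine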
CYP2C9 inhib: inhibitors of human CYP2C9. P11712. inhibition, % at 5 µM. actives 20% (n = 96,000). CYP2C9 Supersomes, luciferin-H conversion, luminescence;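 active = blocking of liver enzyme CYP2C9 beyond about 50% at 5 µM, limit read from the data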; also: values of inactives mirror those of a sister screen read the other way
LYP inh 2: LYP (human) phosphatase inhibition | AID 640 | inhibition, % at 2 µM | Q9Y2R2 | actives 0.21% (n = 96,000) | recombinant LYP catalytic domain, DiFMUP fluorescence;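 active = inhibition at 2 µM at or above a set limit, the screen mean plus 3 SD, cut at about 24% in these data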;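 also: 0% = DMSO with enzyme and 100% = enzyme fully blocked by orthovanadate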
Target sequence (Q9Y2R2 whole entry, looked up, the tested form may be a part): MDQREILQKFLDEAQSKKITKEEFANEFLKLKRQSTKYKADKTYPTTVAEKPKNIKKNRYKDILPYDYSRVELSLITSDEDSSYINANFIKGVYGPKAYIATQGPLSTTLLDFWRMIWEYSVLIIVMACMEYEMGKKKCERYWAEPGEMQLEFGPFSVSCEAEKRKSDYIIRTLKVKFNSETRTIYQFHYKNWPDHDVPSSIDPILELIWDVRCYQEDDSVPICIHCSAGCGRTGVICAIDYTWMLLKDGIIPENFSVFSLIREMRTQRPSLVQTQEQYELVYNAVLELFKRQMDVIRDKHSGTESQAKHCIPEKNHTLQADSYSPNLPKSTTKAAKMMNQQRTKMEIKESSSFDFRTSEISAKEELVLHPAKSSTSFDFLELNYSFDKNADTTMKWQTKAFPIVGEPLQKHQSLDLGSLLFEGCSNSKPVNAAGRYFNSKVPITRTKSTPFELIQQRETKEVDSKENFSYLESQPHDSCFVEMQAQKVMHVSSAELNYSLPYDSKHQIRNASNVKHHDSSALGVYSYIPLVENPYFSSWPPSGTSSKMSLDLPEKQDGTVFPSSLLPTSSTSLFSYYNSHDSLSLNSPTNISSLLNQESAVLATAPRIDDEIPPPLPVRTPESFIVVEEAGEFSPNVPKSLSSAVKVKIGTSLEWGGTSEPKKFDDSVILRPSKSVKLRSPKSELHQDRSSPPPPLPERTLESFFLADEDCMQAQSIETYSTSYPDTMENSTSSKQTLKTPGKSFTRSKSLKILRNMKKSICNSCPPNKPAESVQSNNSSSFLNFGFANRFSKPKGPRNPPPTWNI
LYP act: increases human PTPN22 phosphatase activity | recombinant LYP, DiFMUP fluorescence; 0 = plate median, 100 = signal doubled | Q9Y2R2 | actives 0.11% (n = 96,000) | activation, % at 2 µM;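 active = activation at 2 µM above a set limit, the mean plus 5 SD, cut at about 37% in these data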
PLK1 inh: PLK1 (human) kinase inhibition; P53350; recombinant PLK1 kinase, TR-FRET peptide phosphorylation; inhibition, % at 10 µM; actives 0.53% (n = 97,000); AID 619;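 active = inhibition of 50% or more in the single-concentration screen; inactive = inhibition below 50%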;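 also: 0% = DMSO max control and 100% = H-89 dihydrochloride min control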
EphB4 ephrin blk: blocks human EphB4 binding to ephrin-B2; EphB4 LBD / TNYL-RAW-Alexa532 peptide, fluorescence polarization; inhibition, % at 7 µM; actives 0.15% (n = 97,000); AID 720;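 active = inhibition above the screen-wide mean inhibition plus 3 SD, cut at about 15% in these data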;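 also: 0% = DMSO wells and 100% = excess unlabeled TNYL-RAW peptide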
CYP2C9 act: CYP2C9 (human) activation; actives 1.4% (n = 96,000); AID 1024; activation factor at 5 µM; P11712; recombinant CYP2C9, luciferin-H conversion, luminescence; hits give high values; factor 1 = untreated enzyme, 0 = blocked;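 active = activation factor of 2 or more for CYP2C9 at a 5 µM dose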;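 also: 0 = sulfaphenazole-blocked wells and 1 = vehicle-only wells; values of inactives mirror those of a sister screen read the other way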
Numbers without * were called inactive; nt = not tested or not shown.

SMILES	HIV Rev-RRE inh	PLK1 PBD inh	Candida biofilm	CYP2C9 inhib	LYP inh 2	LYP act	PLK1 inh	EphB4 ephrin blk	CYP2C9 act
O=C(CCCSc1nc2ccccc2s1)NCc1ccco1	-1	-18	13	-24	2	-4	1	-8	1.2
Cc1ccc(N(C(=O)Nc2ccccc2)C2=NCC(C)S2)cc1 (stereo not drawn)	6	-8	4	86*	9	-8	-15	0	0.1
O=C(COC(=O)CCCSc1nc2ccccc2[nH]1)NC(=O)NC1CCCC1	10	-27	1	-52	3	0	-10	5	1.5
O=C(NCCO)C1CCN(S(=O)(=O)c2ccc(F)cc2)CC1	6	-26	-1	-5	6	-5	-11	-5	1
Cc1ccccc1C1NS(=O)(=O)N=C1N (stereo not drawn)	7	-18	0	12	6	-6	-8	4	0.9
COc1ccccc1C(=O)Nc1ccc(Oc2ncnc3sc(-c4ccccc4)cc23)cc1	9	-12	nt	6	8	-9	-32	-5	0.9
O=C1c2[nH]nc(-c3ccccc3O)c2C(c2ccccc2F)N1Cc1ccco1 (stereo not drawn)	12	-24	4	95*	3	-5	-7	-2	0.1
CCCC(c1nnnn1CS(=O)(=O)c1ccc(C)cc1)N1CCN(c2ccc(F)cc2)CC1 (stereo not drawn)	-1	2	8	10	3	-6	-6	-2	0.9
COC(=O)c1sccc1NC(=O)c1ccc(OC)c(OC)c1	2	25	6	17	-1	4	4	-9	0.8
Cc1onc(-c2c(Cl)cccc2Cl)c1C(=O)NCCc1ccc(S(N)(=O)=O)cc1	10	7	1	73*	6	-4	-4	-8	0.3
N#Cc1cccc(-n2nnnc2-c2ccc3c(c2)OCO3)c1	5	17	7	22	-7	8	1	6	0.8
COCCNC(=O)C(c1ccco1)N(C(=O)Cn1nnc2ccccc21)c1ccc(C)cc1C (stereo not drawn)	0	-7	7	9	-4	1	-18	-9	0.9
COc1ccc(-c2csc(N3CCN(C(=O)c4ccco4)CC3)n2)cc1	0	1	-8	38	-2	2	-21	-5	0.6
CCCOc1ccccc1Cn1c(=O)oc2ccc(C)cc21	5	21	13	84*	-4	3	-10	-4	0.2
O=C(COC(=O)CCCN1C(=O)c2ccccc2C1=O)Nc1ncc(Cl)cc1Cl	15	-15	9	57*	6	-7	-13	1	0.4

2 compounds picked at random from the list so far:
SMILES	HIV Rev-RRE inh	PLK1 PBD inh	Candida biofilm	CYP2C9 inhib	LYP inh 2	LYP act	PLK1 inh	EphB4 ephrin blk	CYP2C9 act
COc1ccc(-c2csc(N3CCN(C(=O)c4ccco4)CC3)n2)cc1	0	1	-8	38	-2	2	-21	-5	0.6
N#Cc1cccc(-n2nnnc2-c2ccc3c(c2)OCO3)c1	5	17	7	22	-7	8	1	6	0.8

(next part)
SMILES	HIV Rev-RRE inh	PLK1 PBD inh	Candida biofilm	CYP2C9 inhib	LYP inh 2	LYP act	PLK1 inh	EphB4 ephrin blk	CYP2C9 act
CC(=O)c1cccc(NC(=O)N2CCCc3ccccc32)c1	0	-6	4	45	-15	16	-8	3	0.5
CSc1nc(C)cc(/C=C\c2ccccc2)c1C#N	3	7	nt	3	4	-1	-5	-8	1
CC1(C)CC(=O)c2cc(C(=O)NCc3ccco3)c(=O)n(-c3ccccc3)c2C1	2	-15	5	-5	0	-6	-12	3	1.1
Cc1n[nH]c(C)c1C(=O)CC1(O)C(=O)N(Cc2ccccc2)c2ccc(Br)cc21 (stereo not drawn)	9	-1	-3	61*	12	-10	-42	6	0.4
COc1ccc(C(=O)NCC(=O)Nc2ccc(F)cc2)cc1OC	4	9	5	40	-1	1	-11	0	0.6
CCCNC(=O)C1=C(C)C(=O)OC12CCC(C)CC2 (stereo not drawn)	-1	-17	5	15	1	-2	-11	-4	0.9
CCOC(=O)CCc1c(C)nc2ncnn2c1C	1	-29	2	-9	-2	2	21	-3	1.1
COc1ccc(Br)cc1-c1nc(C)c(C(C)=O)n1O	11	-6	6	4	0	0	-12	-1	1
COc1ccccc1N1CCN(C(=O)c2cc3c(-c4ccc(Cl)cc4)nn(C)c3s2)CC1	-1	-26	1	98*	1	-5	-5	-3	0
CC(Sc1nnc(-c2cc3ccccc3o2)n1-c1ccccc1)C(=O)O (stereo not drawn)	4	-5	10	17	-12	12	-12	-3	0.8
Nc1ccc2c(c1)C(=O)N(CCCCCC(=O)O)C2	5	-4	3	nt	-11	7	-6	-4	nt
O=C(Cc1csc(N2CCOCC2)n1)N/N=C/c1cccc(O)c1	10	-16	nt	8	-3	1	-9	5	0.9
CS(=O)(=O)N(Cc1ccccc1)c1ccccc1C(=O)O	4	-16	12	-12	-8	12	-5	-1	1.1
CCn1cc(C(=O)Nc2ccc3c(c2)OCCO3)c2cc(OC)c(OC)cc2c1=O	5	-1	5	42	0	0	-10	3	0.6
COc1cc(-c2nnc(CSc3nc4ccccc4s3)o2)cc(OC)c1OC	2	-6	5	65*	-6	2	-9	-11	0.3
COc1ccc2c(c1)C(C)=CC(C)(C)N2C(=O)C(C)N1C(=O)c2ccccc2C1=O (stereo not drawn)	2	24	7	nt	2	2	-3	-3	nt
Nc1nc(SCc2nc3scc(-c4cccs4)c3c(=O)[nH]2)n[nH]1	6	-22	nt	44	8	-4	15	-3	0.6
COc1c(C)cc(Br)cc1C(=O)NCc1cccnc1	0	-23	2	nt	-8	11	1	1	nt
Cc1cc(C(=O)CSCc2nnc3n(CCC(C)C)c(=O)c4ccccc4n23)c(C)n1C	-1	13	nt	nt	-4	8	-7	11	nt
N#C/C(=C/c1ccccc1)c1nn(CCO)c(N)c1C#N	9	-18	nt	77*	2	1	44	5	0.2
Cn1c(=O)c2c(nc(N3CCOCC3)n2CCSc2ncccn2)n(C)c1=O	4	-30	3	23	-9	7	-10	0	0.8
N#Cc1c(NCCO)nc(NCc2ccccc2)c2c1CCN(Cc1ccccc1)C2	8	-10	-1	94*	-4	4	-10	-12	0.1
CCOC(=O)CNC(=O)Cn1cnc2c(nnn2-c2ccc(C)cc2)c1=O	9	13	nt	-16	2	-3	-4	7	1.2
O=C(NCc1n[nH]c(=S)n1-c1ccccc1)c1ccc(S(=O)(=O)N2CCOCC2)cc1	-1	-20	nt	-2	4	-5	0	-5	1
Cc1cc(C)nc(N2CCC(C(=O)Nc3ccc4c(c3)CCC4)CC2)n1	12	-17	-5	-9	-1	-2	-14	6	1.1
Cc1ccc(NC2c3ncccc3C(=O)N2C2CCCCC2)cc1C (stereo not drawn)	2	2	2	17	-6	2	-7	-7	0.8
Cn1cccc1CNC1CCCCC1	4	-5	nt	-3	8	-7	-9	1	1
CNC(=O)c1cc2ccccc2o1	8	-23	nt	nt	-4	0	-8	2	nt
Cn1c(=O)c2c(ncn2CC(=O)N2CCN(c3ccc(F)cc3)CC2)n(C)c1=O	2	-9	4	78*	-6	5	-19	-4	0.2
O=P1(O)C=C(c2ccccc2)NC(c2ccccc2)=C1	8	10	nt	-1	8	-5	-16	-1	1
O=S(=O)(c1cccc2nsnc12)N1CCOCC1	12	-26	6	-36	4	-4	-6	6	1.4
O=C(CSc1ncnc2ccccc12)NCCCO	5	-1	0	-23	-7	11	-7	0	1.2
NC(=O)c1c(NC(=O)CSc2nnc(-c3ccccc3)n2CC2CCCO2)sc2c1CCC2 (stereo not drawn)	3	-4	4	91*	-7	4	-7	4	0.1
CCOc1ccc(NC(=O)C2CCN(S(=O)(=O)c3cccnc3)CC2)cc1	-2	-1	0	-38	0	-4	-11	-6	1.4
CSc1ccccc1NC(=O)c1cccs1	6	19	nt	4	-1	0	-1	-4	1
CCOC(=O)Nc1ccc2c(CN3C(=O)NC(CC)(CC)C3=O)cc(=O)oc2c1	12	0	-3	30	0	1	-23	-1	0.7
O=C(CSc1ncnc2c1oc1ccccc12)Nc1ccc2c(c1)OCCO2	5	-1	3	nt	0	-1	-59	0	nt
COc1ccc(NC(=O)c2ccco2)cc1NC(=O)c1ccc(C)cc1	3	-12	7	49	-12	8	7	-2	0.5
Clc1ccc(Cl)c(-c2ccc(/C=N/c3ncn[nH]3)o2)c1	2	1	-6	-187	-9	7	-9	-7	2.9*
CCn1cc(CNC(=O)c2cc(-c3ccccc3OC)nc3ccccc23)c(C)n1	1	10	nt	32	-1	4	-7	0	0.7
CCOc1ccc2[nH]c(=O)c(CN(Cc3cccs3)Cc3nnnn3C(C)(C)CC)cc2c1	-2	1	-3	37	14	-15	-5	0	0.6
Nc1nc2nc(-c3ccc(OCc4ccccc4)cc3)cc(C(F)(F)F)n2n1	4	-19	10	5	0	2	-53	-4	1
Cc1ccc(NC(=O)CNc2cccc(C)c2C)c(C)c1	11	4	1	52*	9	-12	-8	3	0.5
O=C(NCCc1c[nH]c2ccccc12)c1cc2sccc2n1Cc1ccccc1	2	7	4	82*	-5	8	-10	4	0.2
Cc1cc(NC(=O)c2cc3ncc(Br)cn3n2)no1	-3	-27	4	17	-8	6	-1	-2	0.8
CCCc1nc2c(=O)n(C)c(=O)[nH]c2n1CCC	12	-2	-3	-5	3	-1	2	4	1.1
O=C(c1cccc(C(F)(F)F)c1)N1CCN(C2CCCCC2)CC1	-1	-17	nt	29	11	-9	-11	0	0.7
Cc1cc(C(=O)COC(=O)C2=NNC(=O)CC2)c(C)n1-c1ccc(OC(F)F)cc1	-8	-28	3	27	-10	13	0	-1	0.7
COc1ccc(S(=O)(=O)N/N=C\c2ccc3c(c2)OCO3)cc1	-2	-7	nt	79*	4	0	-13	-2	0.2
CC(=O)NC(Cc1cc(C)ccc1C)C(=O)N1CCN(C(=O)Nc2ccc(C(C)=O)cc2)CC1 (stereo not drawn)	9	-1	6	-1	-9	5	6	5	1
CCCC(=O)N1c2ccccc2C(N(C(C)=O)c2ccccc2)CC1C (stereo not drawn)	4	-9	1	21	1	0	-8	7	0.8
CCOC(=O)/C(O)=C/c1ncc(C(F)(F)F)cc1Cl	7	-17	nt	5	11	-9	-14	2	0.9
CC(C)Cn1c(N)c(C(=O)NCC2CCCO2)c2nc3ccccc3nc21 (stereo not drawn)	11	-10	nt	85*	4	-4	-7	-5	0.1
Cn1c(=O)c2c([nH]c(=O)n2C)n(C)c1=O	0	-8	-2	nt	-14	8	-10	-6	nt
CCOC(=O)Nc1cc(OCC)c(NC(=O)C2CC2)cc1OCC	0	2	6	-16	1	-4	-1	-10	1.2
Cc1cc(C)n2nc(SCc3nnc(SCCCCl)o3)nc2n1	1	-28	nt	10	8	-6	-4	-2	0.9
O=C(OCC(=O)N1CCN(C(=O)c2ccco2)CC1)c1cc(-c2cccc(Br)c2)nc2ccccc12	-6	-4	6	61*	0	3	-5	-2	0.4
NS(=O)(=O)c1ccc(CCNC(=O)CNC(=O)C2CCCCC2)cc1	8	-5	-2	14	-7	4	-7	5	0.9
O=C(CN(Cc1ccccc1)S(=O)(=O)c1ccc(Br)cc1)NCc1ccco1	8	12	-1	66*	-10	8	85*	-4	0.3
COc1ccc(CCNC(=O)CN(c2ccc(OC)c(OC)c2)S(C)(=O)=O)cc1	9	-3	9	80*	-8	6	-3	0	0.2
COC(=O)c1[nH]c2ccc(F)cc2c1NC(=O)CCN1CCN(C(=O)c2ccco2)CC1	8	16	4	33	1	-2	-5	2	0.7
Cn1c(=O)c2cc(S(=O)(=O)NC(C(=O)NCc3ccccn3)c3ccccc3)ccc2n(C)c1=O (stereo not drawn)	-2	3	nt	2	11	-13	2	-6	1

Taken from above:
Under CYP2C9 inhib, CC(=O)NC(Cc1cc(C)ccc1C)C(=O)N1CCN(C(=O)Nc2ccc(C(C)=O)cc2)CC1 (stereo not drawn) has the entry -1
Under CYP2C9 act, Cn1c(=O)c2cc(S(=O)(=O)NC(C(=O)NCc3ccccn3)c3ccccc3)ccc2n(C)c1=O (stereo not drawn) has the entry 1
